Screening results deposited in PubChem BioAssay by National Center for Advancing Translational Sciences (NCATS).
ALOX15 inhib – 15-hLO (ALOX15) enzyme inhibition; P16050; purified 15hLO-1, xylenol orange hydroperoxide absorbance; Potency, µM (highest dose often 57.1 µM), for the others: at the top dose activity change, negative = inhibition, actives largely listed as inhibitors; actives 1.4% (n = 74,000); AID 887; note: potency is the fitted concentration of half-maximal effect; % is set by controls: 0 for no effect and ±100 for the full control effect; nearly all actives have a fitted effect of over 55% in size
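Readout: Fe(III)-xylenol orange absorbance, 573-to-405 nm ratio as reaction progress. Enzyme 40 nM purified human 15hLO-1, substrate 50 uM arachidonic acid, 6 min RT after 15 min compound preincubation; Hepes pH 7.5 buffer with Triton X-100.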
ERK AVP block – inhibitors of vasopressin-stimulated ERK signaling pathway; HEK293-V1b, vasopressin-stimulated pERK AlphaScreen; Potency, µM (highest dose often 57.5 µM), for the others: at the highest dose activity, negative = inhibition, actives largely listed as inhibitors; actives 0.99% (n = 72,000); AID 995; note: potency is the fitted concentration of half-maximal effect; % is set by controls: 0 for no effect and ±100 for the full control effect; nearly all actives have a fitted effect of over 55% in size
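qHTS, compounds titrated on V1b-expressing HEK293 cells. Preincubation 30 min at 37C, vasopressin 25 nM for 5 min, lysis 10 min, bead incubation 5 hr at room temperature.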
Luciferase inh – inhibitors of firefly luciferase; P08659; purified firefly luciferase, luminescence, 8 min; Potency, µM (series often up to 57.1 µM), for inactives: top-dose activity change, negative = inhibition, actives largely listed as inhibitors; actives 2.2% (n = 72,000); AID 411; note: potency is the fitted concentration of half-maximal effect; % is set by controls: 0 for no effect and ±100 for the full control effect; nearly all actives have a fitted effect of over 40% in size
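Luminescence read-out after 8 min at room temperature; enzyme reaction used luciferin plus 10 uM ATP (linear range) in imidazole buffer pH 7.2 with KCl, MgCl2, Tween 20 and BSA. Each sample was run as a titration.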
HADH2 inhib – inhibitors of human HADH2 dehydrogenase | Q99714 | recombinant HADH2, NADH fluorescence, beta-hydroxybutyryl-CoA | Potency, µM (series often up to 57.1 µM), for inactives: at the highest dose activity change, negative = inhibition, hits mostly inhibitors | actives 3.4% (n = 73,000); note: potency is the fitted concentration of half-maximal effect; % is set by controls: 0 for no effect and ±100 for the full control effect; nearly all actives have a fitted effect of over 60% in size; many of its hits are not listed in these tables
Target sequence (Q99714 whole entry, looked up, one chain of several): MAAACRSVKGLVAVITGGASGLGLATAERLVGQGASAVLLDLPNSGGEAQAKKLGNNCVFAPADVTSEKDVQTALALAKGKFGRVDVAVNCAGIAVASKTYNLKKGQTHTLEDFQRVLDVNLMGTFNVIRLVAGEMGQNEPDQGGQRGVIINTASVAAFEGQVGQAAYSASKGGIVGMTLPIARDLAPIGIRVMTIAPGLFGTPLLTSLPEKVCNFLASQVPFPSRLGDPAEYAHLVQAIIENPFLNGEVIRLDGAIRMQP
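20 nM HADH2 + cpd, 15 min RT; add 1 mM NAD+/90 uM beta-hydroxybutyryl-CoA; kinetic fluorescence 360/450 nm, 4 min. Tris-HCl pH 9.0, 0.01% Tween-20.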
CRE Fsk mod – modulators of forskolin-stimulated CRE signaling in CHO cells; CHO CRE-bla reporter (cAMP response element driving beta-lactamase), forskolin EC10, beta-lactamase ratio; Potency, µM (highest dose often 38.2 µM), without a hit: at the top dose activity change, negative = inhibition, most hits filed as activators; actives 2.5% (n = 71,000); active = well fitted activation curve with a large enough effect in the signal ratio, with a control signal flat, not every such curve was filed as active; inconclusive = small, poorly fitted or top-dose-only effect, or effect the other way, or a change in a side signal; the % refers to the signal ratio; note: potency is the fitted concentration of half-maximal effect; % of control where 0% means no effect
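Cells were plated overnight at 37 °C, exposed to compound titrations plus EC10 NKH 477 for 3 h, then given CCF4 dye for 2 h at room temperature. Blue/green (460/530 nm) ratio was converted to %Activity and AC50 values calculated.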
Pol III holo inh – DNA polymerase III holoenzyme inhibition. reconstituted DNA polymerase III holoenzyme replication, biochemical. Potency, µM (highest dose often 57.1 µM), for inactives: top-dose activity change, negative = inhibition. actives 0.25% (n = 71,000). AID 603; note: potency is the fitted concentration of half-maximal effect; % is set by controls: 0 for no effect and ±100 for the full control effect
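Reconstituted *E. coli* holoenzyme (0.35 nM Pol III, 1 nM beta, 154 nM SSB, 2 nM primase) was preincubated with compound for 15 min at RT. Synthesis on 1.4 nM ssM13Gori ran 35 min, then was stopped with PicoGreen/EDTA and read as dsDNA fluorescence.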
Epigenetic mod – derepresses silenced GFP locus in mouse C127i cells | mouse C127i GFP locus derepression, cytometry, 30 h | AID 597 | Potency, µM (doses to about 46.1 µM), for the others: at the highest dose GFP derepression (activation) | actives 0.09% (n = 68,000); note: % of control where 0% means no effect
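Read-out is the number of GFP-positive cells, scored as fluorescent objects 20 to 120 um wide, reflecting derepression of a silenced CMV-GFP reporter in murine C127i cells after 30 h compound exposure at 37 C.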
Hsp90 Hop PPI – changes Hsp90-Hop TPR2A binding signal, up or down | AlphaScreen TPR2A-His6 binding biotin-Hsp90 C-terminal peptide | actives 0.44% (n = 71,000) | Potency, µM (highest dose often 57 µM), for inactives: at the highest dose activity change, negative = inhibition; active = well fitted curve in either direction with a large enough effect; inconclusive = small, poorly fitted or top-dose-only effect, or another doubt; note: potency is the fitted concentration of half-maximal effect; % is set by controls: 0 for no effect and ±100 for the full control effect; many of its hits are not listed in these tables
Ub-GFP proteasome – inhibits proteasome, raising ubiquitin-GFP reporter fluorescence; Potency, µM (top dose mostly 45.9 µM), without a hit: at the highest dose activation (GFP accumulation), most hits filed as activators; Ubiquitin-GFP reporter cells, proteasome inhibition, GFP fluorescence; response scale: untreated = 0%, 10 µM MG-132 = 100%; 67,000 tested, under 10 active; active = well fitted activation curve with a large enough effect, not every such curve was filed as active; inconclusive = small, poorly fitted or top-dose-only effect, or another doubt; inactive = no such curve, though single readings can be large or run the other way; note: potency is the fitted concentration of half-maximal effect
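U2OS cells stably expressing ubiquitin(G76V)-GFP, seeded overnight in 0.5% FBS medium, were exposed to compounds (qHTS, 46 uM to 2.9 nM) for 4 hr at 37 °C. GFP-positive cells were counted by laser cytometry (488 ex/515 em), normalized between basal and 10 uM MG-132.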
Tau fil binding – tau filament binding | P10636 | recombinant tau filaments, thioflavin S fluorescence, 15 h; filaments grown with octadecylsulfate alongside compound | Potency, µM (doses to about 57.1 µM), inactives show at the top dose activity change, negative = inhibition | actives 2% (n = 71,000) | AID 596;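 note: potency is the fitted concentration of half-maximal effect; % is set by controls: 0 for no effect and ±100 for the full control effect; actives lower thioflavin S fluorescence by blocking filaments or displacing dye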
Target sequence (P10636 whole entry, looked up): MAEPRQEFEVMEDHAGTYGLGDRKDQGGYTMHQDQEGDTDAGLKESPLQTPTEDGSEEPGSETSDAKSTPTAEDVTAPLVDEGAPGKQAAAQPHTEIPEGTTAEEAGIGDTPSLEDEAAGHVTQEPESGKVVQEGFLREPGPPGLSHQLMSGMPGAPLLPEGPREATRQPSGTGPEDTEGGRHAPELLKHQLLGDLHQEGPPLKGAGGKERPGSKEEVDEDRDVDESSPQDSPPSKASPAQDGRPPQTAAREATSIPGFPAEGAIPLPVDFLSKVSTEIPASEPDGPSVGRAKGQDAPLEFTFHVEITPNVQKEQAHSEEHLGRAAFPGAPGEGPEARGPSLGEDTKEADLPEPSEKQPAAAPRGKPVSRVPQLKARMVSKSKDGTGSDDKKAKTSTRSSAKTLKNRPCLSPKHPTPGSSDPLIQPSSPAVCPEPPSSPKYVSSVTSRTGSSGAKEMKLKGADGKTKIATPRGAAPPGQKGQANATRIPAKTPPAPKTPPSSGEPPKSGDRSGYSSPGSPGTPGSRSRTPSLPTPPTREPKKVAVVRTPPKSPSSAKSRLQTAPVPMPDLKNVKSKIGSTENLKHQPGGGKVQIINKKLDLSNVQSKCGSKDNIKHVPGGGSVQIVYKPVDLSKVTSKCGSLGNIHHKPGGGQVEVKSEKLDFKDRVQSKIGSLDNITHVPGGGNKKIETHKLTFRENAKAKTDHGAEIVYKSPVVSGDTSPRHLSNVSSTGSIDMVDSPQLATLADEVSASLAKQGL
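Assay mix: 1 uM His-tagged tau, 30 uM sodium octadecylsulfate, thioflavine S dye in HEPES/NaCl/DTT buffer. Compound is added prior to the inducer. Fluorescence after 15 h at 37 C.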
HBB splice mod – alters splicing of the hemoglobin beta chain; AID 925; actives 0.06% (n = 65,000); Potency, µM (titrated, usually from 46.1 µM), for the others: at the top dose activation, usual class: activators; HBB splicing reporter cell assay, activation; EGFP reporter with mutant IVS2-654 intron; response scale: normalised to 500 nM splice-correcting PNA; note: potency is the fitted concentration of half-maximal effect; 0% is about no effect
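Compounds were applied for 2 days to HeLa EGFP-654 cells, 500/well in Optimem with 2% FCS. The reporter's EGFP is disrupted by mis-splicing of beta-globin intron IVS2-654. Readout: summed well GFP fluorescence from 488 nm laser scanning; reference was 500 nM antisense […] 654 PNA.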
An asterisk follows results filed as active; ? = inconclusive; . = no result given; [ ] = another dose, or the depositor's remark. Unless noted, calls come from the whole dose curve; as a rule, active = well fitted curve in the direction sought with a large enough effect; inconclusive = small, poorly fitted or top-dose-only effect, or another doubt; inactive = no such curve, though single readings can be large; an effect the other way counts as inactive or inconclusive.

1. CC(NC(=O)c1ccc2c(c1)OCO2)C(c1cccs1)N1CCOCC1 (centres undefined)
2. O=C1CC(c2ccccc2)CC(O)=C1C=NCc1ccco1 (centres undefined)
3. COc1ccc2ccccc2c1C1CC(=O)N2CN(C)CSC2=C1C#N (centres undefined)
4. Nc1nc2n(n1)C(c1cccc(Cl)c1)CC(c1ccc(F)cc1)N2 (centres undefined)
5. COc1ccc(-c2cc(C(=O)O)c3ccccc3n2)c(OC)c1
6. COC(=O)c1ccccc1NC(=O)Cn1cc2c(n1)CCC(C)C2 (centres undefined)
7. CCOC(=O)C1CCCN(Cc2nc(N)nc(Nc3ccccc3)n2)C1 (centres undefined)
8. COc1cccc(C2CC(c3ccc(Cl)cc3Cl)Nc3nc(N)nn32)c1 (centres undefined)
assay / entry	1	2	3	4	5	6	7	8
ALOX15 inhib	11%	11%	?	7%	-3%	-8%	7%	20%
ERK AVP block	-30%	14%	2%	11%	-5%	-1%	-7%	-24%
Luciferase inh	-2%	-2%	?	4%	-4%	1%	-1%	-1%
HADH2 inhib	9%	-3%	?	-12%	-3%	-5%	0%	4%
CRE Fsk mod	-13%	-6%	?	-2%	-4%	14%	4%	9%
Pol III holo inh	-6%	-3%	-13%	-6%	-4%	-4%	6%	-9%
Epigenetic mod	0%	8%	4%	.	-2%	0%	3%	3%
Hsp90 Hop PPI	-1%	-7%	-8%	-4%[2.3 µM]	-1%	3%	?	-9%
Ub-GFP proteasome	.	-11%	1%	17%	0%	3%	-8%	-6%
Tau fil binding	-3%	-9%	?	3%	-12%	8%	7%	-5%
HBB splice mod	0.5%[0.369 µM]	0.5%	2.6%[0.369 µM]	0.1%	0.9%	0.2%	-0.7%	-2.8%

The last 2 entries of the part before are carried over, then new ones follow.
7. CCOC(=O)C1CCCN(Cc2nc(N)nc(Nc3ccccc3)n2)C1 (centres undefined)
8. COc1cccc(C2CC(c3ccc(Cl)cc3Cl)Nc3nc(N)nn32)c1 (centres undefined)
9. Cc1ccc(F)cc1NC(=O)c1ccc2c(c1)OCO2
10. COC(=O)C1=C(C)N(C)C(C)=C(C(=O)OC)C1c1cccc(Br)c1
11. O=C(CC1Sc2ccccc2NC1=O)OCC(=O)N1CCc2ccccc21 (centres undefined)
12. COc1ccc(CN2C(=O)CCC2(C)C(=O)NC2CCCCCC2)cc1 (centres undefined)
13. CCC(c1nnnn1Cc1cccs1)N1CCN(C2CCCC2)CC1 (centres undefined)
14. COc1ccc(NC(=O)c2cc(S(=O)(=O)N3CCCCC3)ccc2N2CCCCC2)cn1
15. Cc1cc2c(nn1)CCC/C2=N\O
16. COc1ccccc1COCC(O)CNCC1(N2CCCCC2)CCCCC1 (centres undefined)
assay / entry	7	8	9	10	11	12	13	14	15	16
ALOX15 inhib	7%	20%	1%	-7%	-9%	6%	-13%	-2%	8%	-9%
ERK AVP block	-7%	-24%	18%	-12%	-20%	8%	2%	3%	-7%	9%
Luciferase inh	-1%	-1%	1%	0%	3%	0%	1%	1%	4%	0%
HADH2 inhib	0%	4%	-12%	2%	12%	8%	-2%	-6%	0%	8%
CRE Fsk mod	4%	9%	6%	2%	?	-18%	-2%	6%	3%	-10%
Pol III holo inh	6%	-9%	-1%	3%	-7%	-2%	2%	-2%	2%	-2%
Epigenetic mod	3%	3%	0%	0%	0%	1%	-2%	-2%	2%	0%
Hsp90 Hop PPI	?	-9%	-2%	10%	-6%	-5%	0%	-5%	-2%	-1%
Ub-GFP proteasome	-8%	-6%	-4%	-7%	1%	2%	2%	0%	-2%	3%
Tau fil binding	7%	-5%	-3%	22%	69%	10%	2%	27%	0%	1%
HBB splice mod	-0.7%	-2.8%	5.8%	-2.4%	-4.4%	-1.2%	0.6%[57.5 µM]	-3.0%[57.5 µM]	11%[0.369 µM]	0.0%[57.5 µM]

17. O=c1c(-c2ccc(Cl)cc2)nc2cnc(N3CCNCC3)nc2n1-c1ccccc1
18. O=C1C2CC=C(Cl)CC2C(=O)N1CCc1ccccc1 (centres undefined)
19. Cc1ccc2c(c1)N(CC(=O)N1CCc3ccccc3C1)C(=O)CO2
20. COCCn1c(C)cc(C(=O)CSc2nnc3ccccn23)c1C
21. COc1ccccc1CNC(=O)C1CCCN1S(=O)(=O)c1cccc2cccnc12 (centres undefined)
22. CCCNS(=O)(=O)c1ccc(CCC(=O)N2CCC(C)CC2)cc1
23. c1coc(CNc2c3c(nc4ncnn24)CCCC3)c1
24. CCNc1ncc2nc(CCc3ccccc3)c(=O)n(CCC#N)c2n1
assay / entry	17	18	19	20	21	22	23	24
ALOX15 inhib	5%	-8%	7%	4%	-6%	-13%	-10%	-8%
ERK AVP block	?	-12%	-7%	-12%	-10%	-23%	6%	?
Luciferase inh	-1%[11.4 µM]	0%	0%	10µM*	1%	0%	2%	0%[11.4 µM]
HADH2 inhib	35%[activator]	?	-12%	2%	-8%	4%	10%	?
CRE Fsk mod	?	3%	-5%	-2%	3%	1%	29%	5µM*
Pol III holo inh	-4%	-6%	-4%	-6%	4%	-1%	0%	2%
Epigenetic mod	2%[9.22 µM]	5%	-2%	4%	3%	0%	0%	2%[9.22 µM]
Hsp90 Hop PPI	1%	-2%	-1%	-6%	-2%	-4%	?	-1%
Ub-GFP proteasome	-5%	0%	-6%	-9%	-11%	2%	-3%	0%
Tau fil binding	3.2µM*	131%	4%	-1%	10%	-2%	-2%	112%
HBB splice mod	-0.2%	-1.9%	.	-1.5%	0.7%	-4.3%	.	1.7%

25. O=C(Cn1[nH]c(=O)c2ccccc2c1=O)Nc1ccc2c(c1)CCC2
26. CC(C)=CC(=O)OCC(=O)Nc1ccc(F)cc1Cl
27. COC(=O)Cc1c(C)nc2nc(-c3ccc(OC)cc3)[nH]n2c1=O
28. CCCC(NC(=O)CNC(=O)C(C)(C)C)C(=O)O (centres undefined)
29. CC1(C)N=C2C(=[N+]1[O-])CCC/C2=N\O
30. Cc1ccc(-n2nc3c([n+]2[O-])CCc2c-3no[n+]2[O-])cc1
31. Cc1cccc(N2CCN(C(=O)c3cc4c(=O)[nH]c5ccccc5c4n3C)CC2)c1C
32. O=C(O)COc1ccc2occ(C(=O)c3ccccc3)c2c1
assay / entry	25	26	27	28	29	30	31	32
ALOX15 inhib	-5%	-1%	6%	6%	-9%	6%	?	6%
ERK AVP block	-11%	20%	-6%	-3%	56%	3%	7%	-17%
Luciferase inh	0%	0%	13µM*	-1%	1%	1%	-1%	-1%
HADH2 inhib	-3%	2%	?	5%	18%	-3%	-12%	-6%
CRE Fsk mod	?	7%	2%	10%	-1%	-25%	?	-6%
Pol III holo inh	-5%	-4%	-1%	-5%	2%	0%	-6%	-5%
Epigenetic mod	3%	1%	1%	0%	-2%	15%	1%	0%
Hsp90 Hop PPI	-6%	1%	-2%	1%	?	-1%	-8%	-4%
Ub-GFP proteasome	1%	-2%	-5%	0%	6%	0%	-15%	4%
Tau fil binding	-3%	7%	-3%	-8%	2%	-11%	-2%	-3%
HBB splice mod	-2.2%	-2.7%	0.1%[57.5 µM]	-2.3%[57.5 µM]	-1.5%[9.22 µM]	.	0.0%	0.4%

Luciferase inh: hit marks shown above.
no.	Structure	ALOX15 inhib	ERK AVP block	Luciferase inh	HADH2 inhib	CRE Fsk mod	Pol III holo inh	Epigenetic mod	Hsp90 Hop PPI	Tau fil binding
20	COCCn1c(C)cc(C(=O)CSc2nnc3ccccn23)c1C	4%	-12%	10µM*	2%	-2%	-6%	4%	-6%	-1%
27	COC(=O)Cc1c(C)nc2nc(-c3ccc(OC)cc3)[nH]n2c1=O	6%	-6%	13µM*	?	2%	-1%	1%	-2%	-3%

Some of the compounds tested (hit frequency here may not be typical).
